High-throughput results as filed in PubChem BioAssay.
hcGAS lum: human cGAS inhibition | Q8N884 | recombinant h-cGAS, ATP depletion, Kinase-Glo luminescence | inhibition, % at 12.5 µM | 290,000 tested, 0.081% active | AID 1259398; in the data active means inhibition above about 40%;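 further: 0% = vehicle reaction and 100% = reaction without DNA for no activity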
Target sequence (Q8N884 whole entry, looked up): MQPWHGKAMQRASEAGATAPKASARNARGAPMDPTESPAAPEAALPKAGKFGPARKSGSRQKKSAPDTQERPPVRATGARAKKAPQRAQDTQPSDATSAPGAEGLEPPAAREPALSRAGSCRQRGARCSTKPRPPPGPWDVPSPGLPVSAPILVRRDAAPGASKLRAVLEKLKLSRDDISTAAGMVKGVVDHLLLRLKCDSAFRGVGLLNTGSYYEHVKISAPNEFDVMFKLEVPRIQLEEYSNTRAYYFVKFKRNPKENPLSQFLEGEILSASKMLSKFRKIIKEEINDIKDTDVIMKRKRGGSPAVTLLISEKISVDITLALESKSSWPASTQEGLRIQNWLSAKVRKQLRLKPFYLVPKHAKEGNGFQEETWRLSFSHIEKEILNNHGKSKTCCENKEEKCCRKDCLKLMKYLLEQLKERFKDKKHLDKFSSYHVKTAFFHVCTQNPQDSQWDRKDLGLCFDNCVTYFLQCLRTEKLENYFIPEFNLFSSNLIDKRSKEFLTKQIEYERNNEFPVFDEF
* = called active by the depositor. The list is partial (hit frequency here may not be typical).

SMILES	hcGAS lum
COc1ccc(N2CCN(C(=S)C3CCCCC3)CC2)cc1	-2.8
O=C(COc1ccc(F)cc1)NNC(=O)COc1ccccc1Cl	5.3
Cc1c(N=C2NN=C(c3ccc4c(c3)C(C)C(=O)N4)CS2)c(=O)n(-c2ccccc2)n1C (stereo unspecified)	-5.0
O=S(=O)(NCCOc1ccccc1F)c1cccs1	-10.8
CCOc1ccccc1CCC(=O)N1CC(=O)Nc2cccnc21	-7.1
CCNc1ccnc(N2CCC(C(=O)NC)C2)n1 (stereo unspecified)	-0.2
O=C(c1ccsc1)N1CCC(CO)(CCc2ccccc2)CC1	-8.1
CN(C)S(=O)(=O)c1ccccc1CNC(=O)/C=C/c1ccc(Br)s1	2.3
COc1ccc(NC(=O)c2cc(C(C)C)[nH]n2)c(NC(=O)C(C)C)c1	-4.4
O=C1NCCN(C2Cc3ccccc3C2)C1CC(=O)N1CCCC1 (stereo unspecified)	4.5
O=C(Nc1ccc(Oc2ccccc2)cc1)C1=COCCO1	-6.1
COC(=O)c1ccc2c(c1)nc(N1CCOC(C(F)(F)F)C1)n2C (stereo unspecified)	-6.5
CCOC(=O)c1cnc(NC(=O)N2C3CCCCC2CCC3)[nH]1	-5.8
CCN1CCN(c2ccc(CNC(=O)N3CCCC3)cc2F)CC1	1.3
COc1cccc(CN(C)C(=O)c2cc(COc3c(F)cccc3F)on2)c1	-1.2
O=C(CC1COCCN1)NCc1nnc2n1CCC2 (stereo unspecified)	0.0
CCN(C(=O)c1cccc(C#CC(C)(C)O)c1)C1CCOC(C)(C)C1 (stereo unspecified)	0.3
CC(=O)NCCCS(=O)(=O)O	-1.3
COc1cccc(CN2CCC(CO)(Cc3ccc(Cl)cc3)CC2)c1O	-1.5
COc1ccc(-c2csc(Cc3ccccc3)n2)cc1OC	-8.1
O=C(O)C1CN(c2ncccn2)CCN1Cc1cccnc1 (stereo unspecified)	-5.8
Cc1ccc(C)c(OCC(=O)N2CC[C@@H](O)C2)c1C	-3.5
COc1ccc(N(CCC(N)=O)C(=O)/C=C/c2cc(Cl)c3c(c2)OCCO3)cc1	-1.7
Cc1ccc(CNc2cccc(C(=O)N3CC=CC3C(C)C)c2)s1 (stereo unspecified)	-2.9
Cc1cc(=O)oc2cc(CN(C)C(C)c3ccccn3)ccc12 (stereo unspecified)	-1.9

6 of these compounds, reformatted:
| smiles | hcGAS lum |
| --- | --- |
| CN(C)S(=O)(=O)c1ccccc1CNC(=O)/C=C/c1ccc(Br)s1 | 2.3 |
| COc1ccc(N(CCC(N)=O)C(=O)/C=C/c2cc(Cl)c3c(c2)OCCO3)cc1 | -1.7 |
| CCNc1ccnc(N2CCC(C(=O)NC)C2)n1 (stereo unspecified) | -0.2 |
| O=C(c1ccsc1)N1CCC(CO)(CCc2ccccc2)CC1 | -8.1 |
| O=C(COc1ccc(F)cc1)NNC(=O)COc1ccccc1Cl | 5.3 |
| Cc1cc(=O)oc2cc(CN(C)C(C)c3ccccn3)ccc12 (stereo unspecified) | -1.9 |

Next compounds
SMILES	hcGAS lum
Cc1[nH]c(-c2ccccc2)nc1C(=O)N1CCNC(C(=O)O)C1 (stereo unspecified)	-8.9
O=C(CSc1nc(-c2ccco2)cc(C(F)(F)F)n1)Nc1ccc(C(=O)N2CCCCC2)cc1	-3.3
COc1ccccc1C(C)N(C)C(=O)c1cc(C)c(C)c(S(N)(=O)=O)c1 (stereo unspecified)	-0.4
O=S(=O)(c1ccc(Cl)cc1)N(CCc1ccc(F)cc1)C(F)F	-4.1
O=C(C1CC2(CCNCC2)CN1)N1CCc2nnc(-c3ccccc3)n2CC1 (stereo unspecified)	-5.9
c1ccc(-c2cn(C3CCN(c4cc(-n5cccn5)ncn4)CC3)nn2)nc1	-8.7
Cc1nc2sccn2c1C(=O)NC(C)c1cnn(-c2ccccn2)c1C (stereo unspecified)	-4.9
O=C(c1cn2cccnc2n1)N1CCCC(Cn2cc(C3CCCC3)nn2)C1 (stereo unspecified)	-5.1
CCc1cc(N2CCN(CC(=O)N3CCCC3)CC2)nc(N2CCOCC2)n1	0.8
Cc1ccc(NC(=O)CC(=O)NCCCc2nc3ccc(C)cc3o2)cc1	0.0
O=C(NCC1CCCN(Cc2cccn2-c2nccs2)C1)c1cccs1 (stereo unspecified)	0.3
CC1CN(S(=O)(=O)c2ccc(/C=C/C(=O)c3ccccc3)s2)CC(C)O1 (stereo unspecified)	-3.0
COC(=O)c1ccc(CN2CCC(CO)(CCOc3ccccc3)CC2)cc1	-3.4
CN1CCN2CCN(C/C=C/c3ccco3)CC2C1=O (stereo unspecified)	-4.9
CCCCN(C(=O)c1ccc(CN(C)C)o1)C1CCCCCC1	-1.4
CCN(Cc1ccc(Br)s1)C(=O)COc1ccccc1C#N	-15.0
Cc1cc(C)n(C2CCN(C(=O)c3coc(COc4cccc5cccnc45)n3)C2)n1 (stereo unspecified)	1.0
N#CC(C#N)=CC1=C2OC(c3ccccc3)=CC(c3ccccc3)=C2CCC1	-13.8
N#CCCN(Cc1cccnc1)CN1C(=O)NC2(CCCCC2)C1=O	-15.1
CCN(CC)Cc1cnc2c(C(=O)N3CCC(=O)NCC3C)cnn2c1 (stereo unspecified)	-2.4
CCc1nc(-c2c(-c3ccccc3)ncn2CC(C)(C)N2CCOCC2)c(C)[nH]1	-0.2
Cc1nc(CNC(C)COc2ccc3ccc(=O)oc3c2)cs1 (stereo unspecified)	-5.8
COc1ccc2c(c1)CN(CC(=O)NC1CCCC1)CC2	-5.8
Cc1ccc(S(=O)(=O)N2CCCC(O)(CN(C)C)CC2)cc1Cl (stereo unspecified)	-3.6
COCC(C)C1CCN(Cc2cc(F)c(O)c(OC)c2)CC1 (stereo unspecified)	0.5

(continued)
SMILES	hcGAS lum
CC(C)N(Cc1cnn(C)c1)c1nc2nonc2nc1NC1CCCC1	-9.5
Cc1ccc(-n2[nH]c(C(=O)N3CCc4ccc(F)cc43)cc2=O)cc1	-1.8
CC[C@@]1(C(=O)O)C[C@H](C(=O)NCC(F)F)[C@H](c2ccc(OC)cc2)N1C	1.8
COC(=O)Cc1cc(C2CCN(Cc3cccnc3OC)CC2)n[nH]1	0.4
COc1ccc(-c2ccc(C(=O)N3CCC(C(N)=O)C3)c(F)c2)cc1 (stereo unspecified)	-1.1
Cc1cccc(NC(=O)Cc2ccc(Cl)cc2Cl)c1C#N	-5.1
CNS(=O)(=O)c1ccc([C@@H]2C[C@H](NC(C)=O)C[C@H](CC(C)C)O2)cc1	-5.5
CSc1ccccc1OCc1cc(C(=O)N2CCN3CCCC3C2)no1 (stereo unspecified)	1.5
Cc1cc(C)cc(S(=O)(=O)N2CCC3(CCNCC3)C2)c1	-5.0
CCS(=O)(=O)c1ccc2oc(Nc3ccc(C(C)(C)C)cc3)nc2c1	-10.3
Cc1cc(Cl)c(Cl)cc1S(=O)(=O)N(CCO)CCO	-3.2
Cc1ccc(-n2c(SCc3ccccc3)nc(O)cc2=O)cc1	-3.9
CCOC(=O)C=Nc1c(N)n(C)c(=O)[nH]c1=O	-4.3
Cc1nc(C(C)C)sc1C(=O)N1CCN(c2ncccn2)CC1C(=O)O (stereo unspecified)	-3.6
O=C(c1ccc(-n2ccnc2)cc1)N1CCCC(CO)(Cc2cccc(Cl)c2)C1 (stereo unspecified)	-4.9
Cc1c(CN2CCC(CO)(CCOc3ccccc3)CC2)c(=O)n(-c2ccccc2)n1C	-2.2
Cn1ncnc1CCNC(=O)c1cc(Cl)c(Cl)n1C	-9.5
CCCC(C(=O)N1CCC2(CC1)CN(C)CCN2C)n1cccc1 (stereo unspecified)	0.6
CNc1nnc(SCc2cc(-c3ccc(Cl)cc3)no2)s1	1.2
O=S(=O)(NCC1(O)CCCNCC1)c1ccc2c(c1)OCCO2 (stereo unspecified)	-3.7
Cc1ccc(CNCc2ccc(C)s2)cc1	-7.5
CC1=C(C)C(=NS(=O)(=O)c2ccc(C)cc2)C=C(N2CCOCC2)C1=O	-3.0
CC(O)c1cccc(-c2ccnc3c2ccn3C)n1 (stereo unspecified)	-2.1
Cc1cc(C(=S)NC(=O)c2ccccc2)c(C)n1C	-6.3
O=S(=O)(c1ccc(Br)cc1)n1cccc1	-3.9

(continued)
SMILES	hcGAS lum
CCC(CC)n1nc(C)cc1NC(=O)c1cnc(-c2cccnc2)nc1	-9.5
CCCS(=O)(=O)N1CCC(CO)(Cc2cccc(OC)c2)CC1	-3.9
Cc1ccc(C=Nc2ccc(C)c(S(=O)(=O)N3CCOCC3)c2)c(C)c1	-11.9
Cc1nc(C)c2c(N)c(C(=O)Nc3cccc4nsnc34)sc2n1	-9.9
CC1(NC(=O)c2ccccc2OCc2ccccc2Cl)CCS(=O)(=O)C1 (stereo unspecified)	-2.2
O=C(CC1CCCC1)N1CCN(C(=O)c2cc(O)cs2)CC1	0.7
CC1(C)S[C@@H]2[C@H](NC(=O)[C@H](C(=O)O)c3cccs3)C(=O)N2[C@H]1C(=O)O	-4.0
O=C(Nc1ccccc1)C(=O)N1CCCC(c2[nH]ncc2Cc2ccccc2)C1 (stereo unspecified)	-7.8
Cc1ccc(S(=O)(=O)N2CCC[C@H]2C(O)(c2ccccc2)c2ccccc2)cc1	-3.5
Cc1nc2ncnn2c(C)c1CCC(=O)NC12CC3CC(CC(C3)C1)C2	-7.8
O=C1CCCC(O)=C1N=Nc1c(Cl)cc(Cl)cc1Cl	-11.4
O=C(Nc1cnns1)c1cccc(CN2[C@@H]3CC[C@H]2CC(O)C3)c1 (stereo partly specified)	7.8
C=C(C)COc1cccc(C(=O)NCc2noc(C3CCCC3)n2)c1	-8.6
CCn1nc(C(C)C)cc1C(=O)N(Cc1ccc2[nH]ccc2c1)C1CC1	0.7
CC(c1cccc(F)c1)N1CCN(C(=O)c2cccc(O)c2)CC1 (stereo unspecified)	-0.3
CCC(CNC(=O)/C=C/c1sccc1C)c1ccccc1 (stereo unspecified)	-7.5
NC(=O)c1ccc(OC2CCCN(c3ccccc3)C2=O)cc1 (stereo unspecified)	-5.4
Cc1nc2nc(C(F)(F)F)nn2c(C)c1CC(=O)NC(C)c1cccnc1 (stereo unspecified)	-6.9
Cc1cc(CN(C)CC(=O)NCCc2cccc(Cl)c2)n[nH]1	-4.5
COc1ccc(C(=O)NC(c2ccccc2)c2ccccc2)c(OC)c1	-14.9
OC1CCN(c2ccccc2NCc2ccc(F)c(F)c2)CC1	0.1
C[C@]12C=CC(=O)C=C1CCC1C2[C@@H](O)C[C@@]2(C)C1CC[C@]2(O)C(=O)COP(=O)(O)O (stereo partly specified)	-2.2
CCC(NCc1cnc(-c2ccccc2C)s1)c1cc(C)ccn1 (stereo unspecified)	-4.3
O=C(CCN1CCOCC1)NNC(=O)c1cccs1	-11.9
COc1ccc(C(=O)COC(=O)C2C3CC4C(OC(=O)C42)C3Br)cc1 (stereo unspecified)	-7.6

Next section
SMILES	hcGAS lum
O=c1[nH]c(C(Cl)(Cl)Cl)nc2c1ccc1ccccc12	-8.5
CCCN(CCC)CC(O)COc1ccc2ccccc2c1 (stereo unspecified)	1.3
COc1ccc(C)cc1S(=O)(=O)Nc1ccccc1C(C)C	-6.5
CC(=O)N1CCN(CC(=O)Nc2nc3ccccc3[nH]2)CC1	-7.1
CSc1ccccc1OCc1cc(C(=O)N2CCNC(=O)C2)no1	-4.2
O=C1Nc2ccccc2C12CCCN(Cc1cnc(-c3ccccn3)nc1)C2 (stereo unspecified)	-1.9
Cc1nc2ccc(S(=O)(=O)N3CCN4CCNC(=O)C4C3)cc2s1 (stereo unspecified)	-4.7
Cc1ccc(CNCc2ccc(-c3cccc(C(=O)O)c3)o2)cc1	-5.6
Cc1ccc(-c2noc(/C(C#N)=C3\C=CC=CN3C)n2)cc1	-5.8
Cc1cccc2c(=O)n(CCCC(=O)Nc3ccccn3)cnc12	-7.2
O=C(NCC(c1cccnc1)N1CCOCC1)c1cc(C2CC2)[nH]n1 (stereo unspecified)	-6.9
Cc1ccc(C(=O)N2CCC(NC(=O)c3cnoc3C)CC2)cc1	-6.9
O=C(CN1CCC(CCc2ccccc2)CC1)Nc1[nH]nc2ncccc12	-3.3
O=C(CC1C(=O)NCCN1CCCc1ccccc1)NCCCOc1cccnc1 (stereo unspecified)	3.7
CCCc1nc(C)cc(-c2cccc(C(C)=O)c2)n1	-5.5
Cc1nn(-c2ccccc2)c(C)c1CC(=O)N(Cc1nccs1)C1CC1	0.0
CCCNc1sc(C(=O)c2ccc(Cl)cc2)c(N)c1C(N)=O	-4.8
C=CCn1cnc2nc3c(cc2c1=O)c(C)nn3-c1ccccc1	10.1
CCc1ccc(-c2nccn2CCn2ccnc2)o1	1.3
CC1CN(CN2C(=O)c3cc(Cl)c(Cl)cc3C2=O)CCO1 (stereo unspecified)	-10.6
Cc1nn(C)c(Nc2cccc(Cl)c2Cl)c1Cl	7.5
CN(C(=O)Nc1ccncc1)C1CCCN(c2ccccc2)C1=O (stereo unspecified)	-3.0
Cc1ccccc1-c1ncc(CN2CCC(CO)(Cc3cccc(C(F)(F)F)c3)CC2)cn1	-5.2
CC(C)CN(C/C=C/c1ccccc1)C(=O)CC1CCOCC1	-1.1
CC(=O)Nc1ccc(OCC(=O)c2ccc(C)cc2C)cc1	-2.1

More entries:
SMILES	hcGAS lum
CCc1nccc(CN2CCC(c3n[nH]c(=O)n3-c3ccccc3)CC2)n1	-7.1
Cc1cc(C)c(C2CC(=O)Nc3[nH]ncc32)cc1CN1CCN(C)CC1 (stereo unspecified)	-6.1
O=C1CCCN1CCCn1ccnc1-c1cccc(-n2cccn2)c1	-0.3
COC(=O)c1c2c(c(OC)c3c1CCC(C)(C)O3)OC(C)(C)CC2	-4.1
CCn1ncnc1-c1c(-c2ccccc2)ncn1CCNc1cccnc1	-6.2
Cc1noc(C)c1N=Nc1ccc(Br)cc1C(=O)O	-2.4
Cc1ccc(NC(=O)C2CC(=O)N(c3ccc4c(c3)OCCO4)C2)c(F)c1 (stereo unspecified)	-7.0

Reformatted as labelled records: 4 of the compounds above
> Cc1cc(C)c(C2CC(=O)Nc3[nH]ncc32)cc1CN1CCN(C)CC1 (stereo unspecified)
  hcGAS lum: -6.1

> O=C1CCCN1CCCn1ccnc1-c1cccc(-n2cccn2)c1
  hcGAS lum: -0.3

> COC(=O)c1c2c(c(OC)c3c1CCC(C)(C)O3)OC(C)(C)CC2
  hcGAS lum: -4.1

> CCn1ncnc1-c1c(-c2ccccc2)ncn1CCNc1cccnc1
  hcGAS lum: -6.2
